# HCV inh = qHTS Assay for Inhibitors of Hepatitis C Virus (HCV); Potency, µM (doses to about 41.8 µM), inactives show top-dose activity change, negative = inhibition, usual class: inhibitors; Huh7.5.1 HCVcc-Cre infection, luciferase reporter, 44 h; 340,000 tested, 3.4% active; note: potency is the fitted concentration of half-maximal effect; % is set by controls: 0 for no effect and ±100 for the full control effect
#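 Reporter virus HCVcc-Cre (~0.5 moi) infects cells exposed to compound; seeding density 1,000 cells/well with 4 h settling beforehand. Luminescence, 15 sec read, taken 44 h post-infection following a 15 min RT substrate incubation.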
# CHX counter = Cycloheximide Counterscreen for Small Molecule Inhibitors of Shiga Toxin | cell reporter, cycloheximide protein synthesis inhibition counterscreen | max response, % | 300,000 tested, 12% active | AID 2314, 2010; in the data active = max response mostly above about 13%, no sharp cut-off; inactive = mostly below about 14%; note: read at 38.3 µM for the half of the compounds with a filed dose; 0% is about no effect
# LmPK inhibitor = qHTS Assay for Inhibitors of Leishmania Mexicana Pyruvate Kinase (LmPK) | Q27686 | purified LmPK, Kinase-Glo ATP luminescence, 1 h | Potency, µM (titrated, usually from 57.5 µM), for inactives: at the top dose activity change, negative = inhibition, most hits filed as inhibitors | 290,000 tested, 0.37% active; note: potency is the fitted concentration of half-maximal effect; % is set by controls: 0 for no effect and ±100 for the full control effect
# Target sequence (Q27686 whole entry, looked up): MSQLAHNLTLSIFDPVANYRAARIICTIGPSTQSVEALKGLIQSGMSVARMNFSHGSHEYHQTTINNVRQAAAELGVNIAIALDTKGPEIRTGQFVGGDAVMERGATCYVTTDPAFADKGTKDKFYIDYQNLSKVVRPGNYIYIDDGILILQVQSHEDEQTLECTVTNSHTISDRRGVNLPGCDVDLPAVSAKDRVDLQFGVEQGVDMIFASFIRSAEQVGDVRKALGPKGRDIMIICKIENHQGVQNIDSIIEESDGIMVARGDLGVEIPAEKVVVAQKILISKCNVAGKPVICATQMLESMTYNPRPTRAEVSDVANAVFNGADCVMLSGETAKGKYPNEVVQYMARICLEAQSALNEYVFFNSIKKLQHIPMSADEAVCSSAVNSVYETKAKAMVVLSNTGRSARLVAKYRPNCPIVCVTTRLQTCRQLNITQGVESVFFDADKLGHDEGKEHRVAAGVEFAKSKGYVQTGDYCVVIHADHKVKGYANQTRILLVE
#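 Pyruvate kinase activity monitored as ATP production (luciferase luminescence). Conditions: 0.1 nM enzyme, 0.5 mM PEP, 0.1 mM ADP, 1 h, RT; normalized against uninhibited and no-enzyme wells.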
# Tb PYK inh = qHTS of Trypanosoma Brucei Inhibitors | pyruvate kinase (Trypanosoma brucei), Q57TT1 | Potency, µM (titrated, usually from 76.8 µM), for inactives: at the top dose activity, negative = inhibition, usual class: inhibitors | 410,000 tested, 0.12% active | TbPYK enzyme, Kinase-Glo Plus ATP luminescence, 45 min; note: potency is the fitted concentration of half-maximal effect; % is set by controls: 0 for no effect and ±100 for the full control effect; nearly all actives have a fitted effect of over 50% in size
#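 ADP (130 uM final) triggers the TbPYK reaction after compound addition; incubation is 45 min at room temperature. Kinase-Glo Plus is then added and luminescence imaged. Normalized data are fitted to concentration-effect curves.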
# Pf growth 48h = Primary qHTS for delayed death inhibitors of the malarial parasite plastid, 48 hour incubation; AID 504832, 2011; Potency, µM (series often up to 28.7 µM), for inactives: at the highest dose activity change, negative = inhibition, actives largely listed as inhibitors; P. falciparum luciferase growth in erythrocytes, 48 h; 310,000 tested, 5.9% active; note: potency is the fitted concentration of half-maximal effect; % is set by controls: 0 for no effect and ±100 for the full control effect
#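 Parasite viability was followed by luminescence of a genomically integrated firefly luciferase. Cultures held 0.1% parasitemia at 2% hematocrit (final), incubated under 5% CO2 at 37 C.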
# Pf growth 96h = Primary qHTS for delayed death inhibitors of the malarial parasite plastid, 96 hour incubation. Potency, µM (titrated, usually from 28.7 µM), for the others: at the top dose activity change, negative = inhibition, most hits filed as inhibitors. P. falciparum luciferase reporter growth, 96 h. AID 504834, 2011. 320,000 tested, 6.9% active; note: potency is the fitted concentration of half-maximal effect; % is set by controls: 0 for no effect and ±100 for the full control effect
#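 P. falciparum expressing integrated firefly luciferase grown in erythrocytes (2% hematocrit, 0.05% parasitemia final) with compounds for 96 hours at 37 C, 5% CO2. Growth inhibition read as loss of luminescence after adding luciferase detection reagent.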
# Shiga inhibitor = A qHTS for Small Molecule Inhibitors of Shiga Toxin; 290,000 tested, 9.2% active; inhibition, % at 38.7 µM; Vero cells, Shiga toxin protein synthesis inhibition reporter; in the data active = inhibition mostly above about 28%, no sharp cut-off; inactive = mostly below about 43%; note: 0% is about no effect
# * = called active by the depositor; i = inactive; ? = inconclusive; . = not tested or not shown; & = joins results of further samples; [ ] = remark or other dose. Unless noted, calls come from the whole dose curve; as a rule, active = well fitted curve in the direction sought with a large enough effect; inconclusive = small, poorly fitted or top-dose-only effect, or another doubt; inactive = no such curve, though single readings can be large; an effect the other way counts as inactive or inconclusive. The order is random; about 24% have a hit in one of these screens.
SMILES,HCV inh,CHX counter,LmPK inhibitor,Tb PYK inh,Pf growth 48h,Pf growth 96h,Shiga inhibitor
Cc1ccc(NC(=S)N(CCC(C)C)C(C)c2ccncc2)c(Cl)c1 (stereo unspecified),?,23*,2%,-1%,?,?,35
CC(C)Cn1c(-c2cc(Br)ccc2F)nc2c1c(=O)[nH]c(=O)n2CC(C)C,?,-6,-6%,-8%,?,?,-10
Cc1cc(C)c(S(=O)(=O)N2C=CC(C(F)(F)F)=NCC2)c(C)c1,-9%,6,1%,-3%,.,43%[activator],-8
COc1ccc(-n2nc(C(=O)N3CCN(c4ccc(F)cc4)CC3)c3ccccc3c2=O)c(OC)c1,-20%,7,-14%,-3%,?,?,-18
COC(=O)C1=CO[C@@H](O[C@@H]2O[C@H](CO)[C@@H](O)[C@H](O)[C@H]2O)C2C(CO)=CCC12 (stereo partly specified),-11%,1,.,-5%,.,.,-7
COC(=O)c1ccc(NC(=O)c2ccccc2NS(C)(=O)=O)cc1,-1%,24*,-2%,0%,29%,.,48*
Cc1ccc(OCC(=O)c2c[nH]c3ccccc23)c([N+](=O)[O-])n1,0%,51*,0%,4%,?,-14%,81*
O=C(CCC(=O)N1CCOCC1)NCCc1ccc(Cl)cc1Cl,-19%,10,2%,4%,2%,?,-12
C=CCn1cc(-c2ccccc2)cc(C#N)c1=O,-6%,-4,-5%,-5%,.,?,-18
CN(C)Cc1c(C(=O)N/N=C/c2ccoc2)nnn1-c1nonc1N,8%,2,3%,2%,19%,?,-17
O=C(CCNC(=O)c1ccccc1Cl)NCC1COc2ccccc2O1 (stereo unspecified),15%,.,.,-1%,?,1%,.
Cn1cccc1C(=O)NC(=O)COC(=O)CC12CC3CC(CC(Br)(C3)C1)C2,15%,-2,-4%,-1%,24%,.,-9
O=C(CN1C(=O)CCSc2ccccc21)Nc1ccc2c(c1)OCCO2,12%,-4,-1%,0%,?,.,-11
CCOc1ccc(N/C(SC)=C(/C#N)C(N)=O)cc1,.,-3,-2%,-7%,0%,?,24
CCOC(=O)C1CCCN(C(=O)COc2ccccc2O)C1 (stereo unspecified),-1%,-1,11%,2%,.,-16%,7
CC(=O)Nc1nc2ccccc2n1CCN(C)C,18%,-2,-1%,-5%,199%[activator],1%,3
O=C(Nc1ccc2c(c1)OCO2)C1CC(=O)N(c2ccc3c(c2)OCCO3)C1 (stereo unspecified),13%,20,-2%,-3%,23%,11%,16
C=C1c2cccc(OC)c2O[C@H](C(=O)OCC)[C@@H]1CCCCCC,-25%,9,.,-29%,.,.,i
C[C@]1(C(=O)NCCCNc2ncc(C(F)(F)F)cc2Cl)C=C[C@@H](Cc2ccccc2)N1C(=O)c1ccccc1,-3%,6,0%,-6%,-13%,?,-9
O=C(CSc1nc2c(sc3ccccc32)c(=O)n1CCCN1CCCC1)NCc1ccccc1,?,-1,0%,0%,?,314%[activator],-8
CCOC(=O)N1CCN(C(=O)c2ccc(OC)c(OC)c2)CC1,23%,-3,-4%,6%,22%,69%[activator],-20
COC(=O)c1sccc1NC(=O)Nc1ccc(OC)cc1OC,-8%,6,-1%,-10%,-10%,73%[activator],15
O=C(NCc1ccc(F)cc1)c1cc2c(s1)CCCC2,-13%,12,1%,-8%,21%,.,6
Cn1nnnc1SCc1nc2scc(-c3ccccc3)c2c(=O)[nH]1,-30%,1,-8%,3%,-9%,11%,10
Cc1cnc(CN2CCCC(C(=O)c3ccc4c5c(cccc35)CC4)C2)[nH]1 (stereo unspecified),?,-3,0%,-3%,?,?,-10
COc1cccc(-n2c(Cc3cc(=O)[nH]c(=O)[nH]3)nnc2SC(C)C)c1,6%,-5,1%,-5%,.,-12%,-12
CN1CCN(CC(=O)NC23CC4CC(CC(C4)C2)C3)CC1,9%,-4,0%,7%,0%,?,13
Cc1ccc(Oc2nc3ccccc3n3c(C)nnc23)c(C)c1,9%,7,-4%,0%,7%,1%,-50
COc1cc2c(cc1OC)C1O[C@](c3ccsc3)(C2)OC2=C1C(=O)OC1(CCCCC1)C2,.,-1,-12%[11.5 µM],.,?,1.3µM*,i
CC(NC(=O)C1CCC1)c1ccc(Cl)cc1 (stereo unspecified),3%,0,2%,0%,-23%,.,-6
Nc1nnc(CSc2ccc(Cl)cc2)s1,-1%,50*,1%,-5%,17%,?,42
CC(C)c1ccc(CC(C)C2C3=C(CCCC3=O)OC3=C2C(=O)CCC3)cc1 (stereo unspecified),10%,2,-1%,-2%,.,9%,-3
O=C(O)CSc1nc(-c2ccc(Cl)cc2)nc2c1oc1ccccc12,6%,-2,4%,-7%,14%,?,-4
O=C(Cn1cc(S(=O)(=O)Cc2cccc(F)c2)c2ccccc21)N1CCOCC1,13%,-2,-2%,?,-13%,-17%,-1
CCOc1ccc2ccccc2c1/C=N/NC(=O)c1cc(C)[nH]n1,-27%,-3,-3%,0%,-6%,12%,-5
COc1cc2c(cc1NC(=O)CCCCCN1C(=O)CCC1=O)oc1ccccc12,3.5µM*,7,7%,-16%,?,.,7
Cc1onc(C(=O)N2C(C)CCCC2C)c1[N+](=O)[O-] (stereo unspecified),9%,-3,-3%,1%,8%,?,-6
Cc1ccc(NS(=O)(=O)c2ccc(-c3ccc(=O)[nH]n3)o2)cc1,26%,-5,1%,4%,0%,157%[activator],-10
Cc1ccc(C(=O)N/C(=C\c2sccc2C)C(=O)NCCCN2CCOCC2)cc1,3%,-3,-5%,3%,-5%,?,14
Cc1cc(-c2nnc(SCC(=O)Nc3ccccc3C(F)(F)F)n2N)n[nH]1,10%,-4,2%,-19%,-12%,15%,-11
O=C(O)CCC(=O)Nc1ccc(Br)cn1,-21%,-5,11%,1%,28%,.,-13
Cc1ccc(S(=O)(=O)N/N=C/c2cccn2-c2ccc(Cl)cc2)cc1,1%,27,-13%,-9%,33%[activator],2%,18
O=C(NNC(=O)c1ccccc1[N+](=O)[O-])c1ccc(NC(=O)c2ccccc2)cc1,-24%,25,5%,-5%,23%,18%,18
COCCNC(=S)N1CCN(Cc2cccc(OC)c2)CC1,8%,0,1%,0%,3%,?,-11
COC(=O)c1cc(C(=O)OCC(=O)c2ccc[nH]2)cc([N+](=O)[O-])c1,?,.,.,-1%,10%,-1%,.
CN(c1ccccc1)S(=O)(=O)c1cccc(NC(=O)CN2C(=O)NC3(CCCCC3)C2=O)c1,3.2µM*,.,.,1%,-4%,?,.
CC(C1CC1)N(C(=O)NC1CCS(=O)(=O)C1)c1ccccc1 (stereo unspecified),14%,-1,-2%,-5%,-3%,-8%[5.75 µM],-3
COc1nc(N)nc(CC(=O)C2CC2)n1,16%,-4,-9%,0%,44%[activator],?,-4
CCc1ccc(-c2csc(NC(=O)C3=NN(c4ccccc4)C(=O)CC3)n2)cc1,?,2,-2%,-3%,-29%,?,2
Cc1cnc(NS(=O)(=O)c2ccc(Cl)cc2)c(Br)c1,8%,-2,5%,3%,?,-19%,-18
CCCOc1ccc(C(=O)C(CN2CCCC2)c2ccccc2)cc1 (stereo unspecified),?,6,0%,2%,10µM*,?,-5
Cc1ccc(-n2[nH]c(C)c(C=Nc3ccc(S(=O)(=O)Nc4nc(C)cc(C)n4)cc3)c2=O)c(C)c1,18%,-2,3%,9%,14%,81%[activator],-14
C/C(=N\NC(=S)Nc1cc(S(=O)(=O)N2CCOCC2)ccc1Cl)c1ccc(N2CCOCC2)cc1,-22%,13,2%,-9%,1.7µM*,1.9µM*,26
CCOC(=O)CCc1c(C)c(C#N)c2nc3ccccc3n2c1-n1ccnc1C,10%,1,1%,.,-1%,?,-4
CC(=O)c1c(N2CCN(c3ccc(F)cc3)CC2)nc(=S)n(-c2ccccc2)c1C,?,-1,2%,2%,-21%,?,-4
CCc1ccc(C(=O)NNc2cc(Cl)ccc2Cl)cc1,?,2,3%,-25%,?,13%,13
CN(CC(=O)NC1CCCc2ccccc21)S(=O)(=O)c1ccc2c(c1)c(=O)n(C)c(=O)n2C (stereo unspecified),-9%,-10,5%,1%,.,-10%,-10
Cc1ccc(S(=O)(=O)NCC(=O)NCc2cc(=O)n(C)c(=O)n2C)cc1C,17%,-2,-14%,-1%,2%,-2%,-1
CCCc1cc(=O)oc2cc(C)cc(OC(C)C(=O)N[C@@H](Cc3c[nH]c4ccccc34)C(=O)O)c12 (stereo partly specified),8%,-3,-7%,-1%,14%,47%[activator],-10
CCCN(CCC)C(=O)CSc1ncccc1C(=O)O,11%,-3,2%,13%,-6%,1%,-4
# (more compounds)
SMILES,HCV inh,CHX counter,LmPK inhibitor,Tb PYK inh,Pf growth 48h,Pf growth 96h,Shiga inhibitor
CCN(C(=O)COC(=O)c1ccc(O)cc1O)c1c(N)n(Cc2ccccc2)c(=O)[nH]c1=O,0%,.,.,0%,?,?,.
OC(COc1ccc(Cl)cc1)CN1CCN(c2cccc(Cl)c2)CC1 (stereo unspecified),-13%,-2,1%,5%,?,43%[activator],-8
O=C(CSc1cn(CCNC(=O)c2cccs2)c2ccccc12)NC1CCCCC1,?,1,-6%,-8%,?,?,12
Nn1c(SCC(=O)N2CCOCC2)nnc1-c1ccc(Cl)cc1Cl,9%,0,8%,-1%,.,-1%,-17
COc1cc(NS(=O)(=O)c2ccc3[nH]c(=O)[nH]c3c2)cc(OC)c1,-12%,-2,-3%,-5%&5%,8%,?,-4
NC(=O)N/N=C/c1ccccc1OC(=O)c1cc2ccccc2oc1=O,5%,26*,0%,-8%,23%,27%,77*
CN(CC(=O)Nc1cc([N+](=O)[O-])ccc1Cl)Cc1ccc(Br)cc1,?,-2,3%,-3%,?,?,-3
Cc1ccccc1N1CCN(Cc2nc(Cc3ccccc3F)no2)CC1,3%,-1,-1%,4%,33%[activator],34%[activator],3
Cc1ccc(C(=O)OCC(=O)NC2CC2)cc1S(=O)(=O)N1CCOCC1,19%,.,.,0%,?,?,.
CSc1nc(=S)n(-c2ccc([N+](=O)[O-])cc2)c(C)c1C(C)=O,-10%,5,-6%,3%,1%,?,-2
O=C(Nc1ccccc1F)C1CCCN(S(=O)(=O)c2ccccc2)C1 (stereo unspecified),?,6,6%,?,27%,28%,24
CCOc1ccc2nc(SCC(=O)NCC3CCCO3)c(C#N)cc2c1 (stereo unspecified),-12%,1,-3%,0%,15%,8%,3

# Limited to Pf growth 48h, CHX counter and HCV inh (two entries from above):
canonical_smiles	Pf growth 48h	CHX counter	HCV inh
OC(COc1ccc(Cl)cc1)CN1CCN(c2cccc(Cl)c2)CC1 (stereo unspecified)	?	-2	-13%
O=C(CSc1cn(CCNC(=O)c2cccs2)c2ccccc12)NC1CCCCC1	?	1	?

# One compound at a time (already shown). Order of values: HCV inh | CHX counter | LmPK inhibitor | Tb PYK inh | Pf growth 48h | Pf growth 96h | Shiga inhibitor
# Listed for CCN(C(=O)COC(=O)c1ccc(O)cc1O)c1c(N)n(Cc2ccccc2)c(=O)[nH]c1=O : 0% | . | . | 0% | ? | ? | .
# Listed for Cc1ccc(OCC(=O)c2c[nH]c3ccccc23)c([N+](=O)[O-])n1 : 0% | 51* | 0% | 4% | ? | -14% | 81*
# Listed for Cn1cccc1C(=O)NC(=O)COC(=O)CC12CC3CC(CC(Br)(C3)C1)C2 : 15% | -2 | -4% | -1% | 24% | . | -9

# Compound activity from PubChem BioAssay.
